Compound activity (PubChem BioAssay)
Rv3671c inh – Rv3671c serine protease inhibitors, primary screen, biochemical, fluorescence polarization, M. tuberculosis H37Rv; 0.048% of 320,000 active; inhibition, % at 5.96 µM; P9WHR9; in the data active = inhibition above about 38%;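 note: extracellular domain of Rv3671c used as enzyme; 0% = enzyme with DMSO and 100% = no enzyme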
Target sequence (P9WHR9 whole entry, looked up, the tested form may be a part): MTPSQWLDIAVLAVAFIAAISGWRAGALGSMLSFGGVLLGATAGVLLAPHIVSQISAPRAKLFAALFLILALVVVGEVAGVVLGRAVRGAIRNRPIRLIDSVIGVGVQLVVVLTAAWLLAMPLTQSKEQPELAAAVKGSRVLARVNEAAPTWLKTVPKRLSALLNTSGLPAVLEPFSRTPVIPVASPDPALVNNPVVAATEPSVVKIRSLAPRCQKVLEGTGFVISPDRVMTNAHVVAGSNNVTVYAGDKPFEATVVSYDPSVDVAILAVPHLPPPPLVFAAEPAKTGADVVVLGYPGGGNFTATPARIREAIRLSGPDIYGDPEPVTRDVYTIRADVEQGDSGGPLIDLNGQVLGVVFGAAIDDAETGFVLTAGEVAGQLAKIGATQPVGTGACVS
UGM FP inh – M. tuberculosis UGM enzyme inhibitors, primary screen, biochemical, fluorescence polarization, single point | UDP-galactopyranose mutase (Mycobacterium tuberculosis (strain ATCC 25618 / H37Rv)), … | purified UGM, fluorescence polarization probe displacement | inhibition, % at 10 µM | 0.06% of 320,000 active | AID 504406, 2011; in the data active = inhibition above about 10%, passing the limit was not always enough; inconclusive = no clear call, values can overlap the other calls
BoNT-F LC inh – BoNT/F light chain protease inhibitors, primary screen, biochemical, flow cytometry, MLPCN library; inhibition, % at 10 µM; 0.22% of 360,000 active; Multiplex microsphere protease cleavage assay; Botulinum neurotoxin type F light chain protease (Clostridium botulinum); in the data active = inhibition above about 35%, passing the limit was not always enough; inconclusive = no clear call, values can overlap the other calls; note: plate controls were buffer without enzyme for full effect and enzyme alone for no effect
FBA Mtb inh – Mtb FBA enzyme inhibitors, primary screen, biochemical, fluorescence, strain H37Rv | AID 588726, 2011 | Fructose-bisphosphate aldolase (Mycobacterium tuberculosis (strain ATCC 25618 / H37Rv)), … | inhibition, % at 1 µM | purified M. tuberculosis FBA, fluorescence read-out | 2.3% of 360,000 active; in the data active = inhibition above about 27%;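 note: 0% = vehicle and 100% = reference inhibitor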
Target sequence (P9WQA3 whole entry, looked up): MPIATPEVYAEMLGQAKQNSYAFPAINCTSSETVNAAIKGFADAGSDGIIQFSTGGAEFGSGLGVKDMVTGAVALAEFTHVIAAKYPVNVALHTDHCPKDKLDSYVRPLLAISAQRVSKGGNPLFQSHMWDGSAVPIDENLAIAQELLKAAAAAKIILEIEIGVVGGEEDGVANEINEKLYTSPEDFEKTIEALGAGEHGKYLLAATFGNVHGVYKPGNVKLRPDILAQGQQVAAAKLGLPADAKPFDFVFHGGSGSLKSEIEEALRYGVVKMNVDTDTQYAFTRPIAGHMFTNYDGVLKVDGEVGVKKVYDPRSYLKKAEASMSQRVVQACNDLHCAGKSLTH
GDH-TPI inh – GDH-TPI coupling enzyme inhibitors, primary screen, artefact control for M. tuberculosis FBA inhibitor project, biochemical, absorbance, full deck; GDH-TPI coupled enzyme counterscreen, NADH absorbance; inhibition, % at 4.8 µM; 1.2% of 360,000 active;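 note: 0% = DMSO wells and 100% = wells lacking the enzyme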
CCHF vOTU inh – CCHFV vOTU protease inhibitors, primary screen, biochemical, Pep-AMC substrate, fluorescence. Crimean-Congo hemorrhagic fever virus L polyprotein viral ovarian tumor (vOTU) protease …. inhibition, % at 11.5 µM. 0.55% of 370,000 active. AID 651958, 2012; note: 0% = vehicle wells with enzyme and 100% = no enzyme wells
FadD28 FP inh – inhibitors of FadD28 bisubstrate probe binding, primary screen, biochemical, fluorescence polarization, single point; 0.22% of 360,000 active; Mycobacterium tuberculosis FadD28 fatty-acid-AMP ligase; inhibition, % at 12.5 µM; AID 588549, 2011; in the data active = inhibition above about 8.5%, passing the limit was not always enough; inconclusive = no clear call, values can overlap the other calls
DUSP3 inh – VHR1 phosphatase inhibitors, primary screen, biochemical, absorbance, uHTS; inhibition, % at 13.3 µM; recombinant VHR phosphatase, pNPP absorbance; 0.52% of 290,000 active; in the data active = inhibition above about 50%; note: some compounds called inactive have numbers as strong as hits
Target sequence (P51452 whole entry, looked up): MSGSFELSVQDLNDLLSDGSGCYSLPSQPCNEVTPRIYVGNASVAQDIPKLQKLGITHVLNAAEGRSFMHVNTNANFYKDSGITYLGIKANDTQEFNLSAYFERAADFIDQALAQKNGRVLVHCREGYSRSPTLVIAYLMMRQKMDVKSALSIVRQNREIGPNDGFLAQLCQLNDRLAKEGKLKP
Mtb BioA inh – M. tuberculosis BioA enzyme inhibitors, primary screen, biochemical, plate reader, single point, HTS | inhibition, % at 9.99 µM | 0.096% of 360,000 active | AID 602481, 2012 | purified M. tuberculosis BioA enzyme | 7,8-diaminopelargonic acid synthase BioA (Mycobacterium tuberculosis); in the data active = inhibition above about 40%; inconclusive = no clear call, values can overlap the other calls
MazF activator – activators of E. coli MazEF toxin-antitoxin RNase, primary screen, biochemical, fluorescence, uHTS; activation, % at 20 µM; 0.32% of 350,000 active; AID 504720, 2011; FAM/BHQ RNA-DNA oligo cleavage fluorescence, 5 h; in the data active = activation above about 50%
Target sequence (P0AE70 whole entry, looked up): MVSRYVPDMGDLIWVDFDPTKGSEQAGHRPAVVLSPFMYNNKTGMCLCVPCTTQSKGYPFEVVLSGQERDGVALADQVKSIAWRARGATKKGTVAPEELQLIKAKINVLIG
* = called active by the depositor; ? = inconclusive; . = no result given. Cut-off read from the data, not from the text of the source, unless noted: active = inhibition above about 30%; inactive = the rest.

SMILES	Rv3671c inh	UGM FP inh	BoNT-F LC inh	FBA Mtb inh	GDH-TPI inh	CCHF vOTU inh	FadD28 FP inh	DUSP3 inh	Mtb BioA inh	MazF activator
C#CCOCCOCCOCCNc1nc(N2CCN(C(=O)[C@H]([C@@H](C)CC)n3cc([C@@H](N)CC(C)C)nn3)CC2)nc(N2CCN(C(=O)[C@H](Cc3ccc(O)cc3)n3cc([C@@H](N)C(C)CC)nn3)CC2)n1 (some centres undefined)	-13	0.7	-32	-1	8	8	-1.1	25	4.8	12
N=c1sccn1CC(=O)Nc1cccc(S(N)(=O)=O)c1	4	0.8	-4	-2	-1	-7	0.9	14	1.6	8
Cc1nn(-c2ccc(F)cc2)c2sc(C(=O)N3CCCCCC3)cc12	13	-0.5	-4	2	-5	-2	-11	2	1.5	-1
CCCSC1=C(C#N)C2(CCCCC2)C(C#N)=C(N)N1	-2	0.5	-2	-2	6	-3	2.0	-1	.	0
O=c1c2sc(-c3ccccc3)cc2nc2n1CCC2	-5	1.3	-2	-2	1	2	-4.4	-14	-0.2	10
O=C(Cc1cccs1)N1CCN=C1SCc1ccccc1F	6	-0.5	1	8	7	-9	0.3	41	.	-3
O=C(COc1ccc2ccccc2c1)N1CCN(C2CCN(Cc3ccccc3)CC2)CC1	2	2.8	2	-1	4	2	-1.3	-11	0.5	-3
COc1ccc(CN2CCNC(=O)C2CC(=O)NC2CCCCCC2)cc1C (centres undefined)	6	5.3	-10	3	8	9	-1.4	-4	0.9	-2
Cc1ccccc1NC(=O)NC1CCCc2ccccc21 (centres undefined)	-2	1.5	11	15	-4	6	-3.9	24	-2.8	-1
CCCn1c(SCC(=O)Nc2nc3c(s2)CCCC3)nc2c1c(=O)n(C)c(=O)n2C	-2	-0.6	-2	-2	2	14	-3.3	3	0.0	11
Clc1ccccc1CONc1ncnc2nonc12	4	-1.1	1	3	23	-8	-4.6	34	.	2
C#CCOC(=O)C[N+](C)(C)CC=C	8	-1.9	2	4	2	4	2.6	22	2.3	5
O=C(CC[C@H]1O[C@@H](n2cnc3c(NC(=O)c4ccccc4)ncnc32)[C@H](O)[C@@H]1O)NCC1CCCCC1	.	.	4	4	.	2	-2.2	.	0.8	.
CCOC(=O)c1ccccc1Nc1cc(C)nc2nc(C)nn12	9	-2.6	19	5	19	9	-3.2	-20	-1.0	8
CC(=O)c1ccc(OCCCC(=O)NC2=NCCS2)cc1	-3	2.6	-7	-3	-1	-1	-3.6	6	5.0	5
COC(=O)/C=C/c1sc2nc(C)cc(C)c2c1N=CN(C)C	.	.	-2	3	14	-7	-2.2	13	.	7
Cc1ccccc1S(=O)(=O)N1CC(C(=O)O)=CC[C@H]1c1ccc(Cl)cc1	1	0.6	5	0	5	4	1.2	.	1.2	0
CCN1CCN(S(=O)(=O)c2ccc(Cl)c(C(=O)Nc3cc(Cl)ccc3N3CCOCC3)c2)CC1	7	-2.3	-2	1	8	9	1.5	14	2.0	-3
Cc1ccc(S(=O)(=O)NCCCCCC(=O)NC(C)(C)CO)cc1	-9	0.0	-2	-1	-8	-5	-1.3	21	.	-2
CC(C)(C)NS(=O)(=O)c1ccc(CCC(=O)N2CCCC2)cc1	1	-1.9	-3	-3	-7	-4	-0.6	19	.	-5
COc1ccccc1-c1cnc(C(O)c2ccccc2)[nH]1 (centres undefined)	.	.	-6	1	-2	7	-0.6	.	1.7	.
CCN1CCN(c2oc(-c3ccccc3C)nc2S(=O)(=O)c2ccccc2)CC1	.	.	5	5	13	35*	-1.9	.	.	-17
Cc1ccc(C(=O)O)cc1Nc1ncnc2sc3c(c12)CCC3	2	-0.5	1	3	11	-6	-1.0	4	-0.5	12
O=C(N[C@@H](Cc1ccccc1)C(=O)NC1CCCCC1)c1ccco1	13	-0.6	.	1	2	-5	-1.3	12	-1.1	-1
CCOc1ccc(S(=O)(=O)Nc2cccc(C(=O)NCC(c3ccco3)N3CCCC3)c2)cc1 (centres undefined)	-8	3.0	-1	-1	6	14	-1.1	.	-2.0	-7
Following part:
SMILES	Rv3671c inh	UGM FP inh	BoNT-F LC inh	FBA Mtb inh	GDH-TPI inh	CCHF vOTU inh	FadD28 FP inh	DUSP3 inh	Mtb BioA inh	MazF activator
Cc1ccc(C(=O)N2c3ccccc3N(Cc3ccccc3)C(=O)C2(C)C)cc1	-3	-0.4	-12	2	16	-6	-1.2	13	.	-4
CCOC(=O)c1sc(Nc2nc3c(OC)cccc3s2)nc1C	6	-0.4	-2	66*	1	10	0.4	-8	0.6	.
Cc1ccc(NC(=O)[C@@H]2O[C@H](CO)[C@@H](O)[C@H]2O)cc1C(F)(F)F	.	.	2	-2	3	-14	-0.5	.	-0.1	.
CCN(CC)CCN(Cc1cc2cc3c(cc2[nH]c1=O)OCO3)C(=S)NCC1CCCO1 (centres undefined)	-1	2.4	8	56*	17	-48	0.0	-17	.	4
Nc1nc(Sc2ncccc2[N+](=O)[O-])n[nH]1	5	-3.1	.	0	8	-10	-0.2	2	-1.4	-4
CCC1CCC(C(=O)NC(CCSC)C(=O)NCCN(CC(C)C)CC(C)C)CC1 (centres undefined)	-1	-1.3	.	3	8	0	-2.6	8	.	-5
COc1ccc(CCNC(=O)COC(=O)c2ccccc2NCCO)cc1OC	0	1.3	1	91*	5	-123	-0.4	.	-0.9	4
Cc1c(Cl)cccc1NC(=O)N1CCCC1	3	-1.8	-5	-3	8	-11	0.8	7	.	9
Cc1[nH]n(-c2ccccc2)c(=O)c1C(=O)c1ccc(Cl)cc1	-2	2.4	-6	-2	12	-5	-2.3	17	0.7	2
COc1cc(NC(=O)COC(=O)c2ccccc2SCC(=O)N2CCCC2)cc(OC)c1	1	1.7	-1	4	6	-9	-0.3	.	-1.4	1
Cc1ccc2c(c1)C(O)(C1COC(C)(C)CC1=O)C(=O)N2C (centres undefined)	7	-2.2	-3	1	1	9	-0.8	12	-0.1	0
COc1cc2ncnc(NCc3ccccc3C)c2cc1OC	1	-2.3	15	5	-5	4	-6.3	2	2.0	15
CCC(=O)c1ccc(OC(=O)N2CCOCC2)cc1	0	0.2	?	-2	-21	-4	-5.7	15	-0.4	8
Cc1cccc(C)c1OCC(=O)N(Cc1ccco1)C1CCS(=O)(=O)C1 (centres undefined)	10	2.0	4	-2	4	.	-0.2	-2	1.1	-8
O=C(c1sc2cc(Cl)ccc2c1Cl)N1CCN(CCc2ccccn2)CC1	0	0.8	6	-4	4	1	-6.8	2	4.1	4
O=C1CC(c2ccc(F)c(Br)c2)C2=C(CCCC2=O)N1 (centres undefined)	3	1.4	9	5	-8	10	-2.6	-6	0.7	3
Clc1cnc(Oc2ccc(Oc3ncc(Cl)cc3Cl)cc2)c(Cl)c1	-11	-0.2	-19	-1	7	-17	0.6	20	-1.8	4
COc1ccc(CNC(=O)c2ccc(=O)oc2)cc1OC	9	-2.4	2	1	60*	21	0.8	16	13	7
NNC(=O)c1sccc1OCc1ccc(F)cc1	-1	1.3	20	4	0	1	-2.6	55*	.	10
CC(C)n1cc(C(=O)N2CCCC(N3CCN(c4ccc(F)cc4)CC3)C2)cn1 (centres undefined)	2	0.2	3	-1	-2	-7	-4.7	26	1.6	2
Cc1cccc(NC(=S)NC2CCSc3ccccc32)c1 (centres undefined)	-19	-2.9	-3	7	-6	6	-3.2	14	-2.5	26
CC1(C(=O)Nc2ccc(Cl)c(Cl)c2)CCN1C(=O)C1CCCCC1 (centres undefined)	.	.	-8	-1	2	22	-7.5	.	5.4	.
O=C(O)c1ccn2c(C(=O)c3ccc(Cl)cc3)c(-c3ccccc3)cc2c1	-8	1.0	?	0	13	12	-1.0	8	4.2	7
CCOC(=O)c1c(S(=O)(=O)NCC(=O)N2CCN(c3ccccc3)CC2)c(C)n(C)c1C	2	-4.1	2	1	-9	3	-2.1	-25	0.0	10
COc1cc(S(=O)(=O)NCCCn2ccnc2)ccc1F	1	0.4	?	3	9	-1	0.1	14	-1.6	-13

Structures listed so far with an aryl thioether with sulfur outside any ring, in the order listed:
SMILES	Rv3671c inh	UGM FP inh	BoNT-F LC inh	FBA Mtb inh	GDH-TPI inh	CCHF vOTU inh	FadD28 FP inh	DUSP3 inh	Mtb BioA inh	MazF activator
CCCn1c(SCC(=O)Nc2nc3c(s2)CCCC3)nc2c1c(=O)n(C)c(=O)n2C	-2	-0.6	-2	-2	2	14	-3.3	3	0.0	11
Nc1nc(Sc2ncccc2[N+](=O)[O-])n[nH]1	5	-3.1	.	0	8	-10	-0.2	2	-1.4	-4
COc1cc(NC(=O)COC(=O)c2ccccc2SCC(=O)N2CCCC2)cc(OC)c1	1	1.7	-1	4	6	-9	-0.3	.	-1.4	1

Continuation:
SMILES	Rv3671c inh	UGM FP inh	BoNT-F LC inh	FBA Mtb inh	GDH-TPI inh	CCHF vOTU inh	FadD28 FP inh	DUSP3 inh	Mtb BioA inh	MazF activator
COc1ccc(CC(=O)NNC(=S)Nc2ccccc2)cc1Cl	10	2.3	-2	-1	-1	6	-2.1	-35	.	7
CS(=O)(=O)N1CCN(c2ccc(NC(=O)CSc3nnc(-c4ccco4)o3)cc2)CC1	-6	-1.6	-4	1	-2	-2	-1.9	12	.	0
O=C1N/C(=C/c2ccco2)C(=O)N1Cc1ccccc1F	10	-3.5	-10	0	33*	-8	-0.3	-5	.	6
COc1ccc(N2CCN(S(=O)(=O)c3cccs3)CC2)cc1	4	-1.6	-28	1	-3	-9	-1.9	-2	0.7	1
Cc1cc(C)c2sc(N(CCCN(C)C)C(=O)c3ccc(S(=O)(=O)N(C)Cc4ccccc4)cc3)nc2c1	-4	-0.3	-3	-2	-6	0	-7.1	.	-1.2	-12
Cc1ccc(NC(=O)c2c(O)c3ccccc3n(C)c2=O)nc1	-7	1.7	-5	0	1	2	-2.0	3	-1.1	-4
CCC(C(=O)N1CCC2(CC1)OCCO2)n1c2ccccc2c2nc(=O)cc(C)n21 (centres undefined)	4	-1.1	-4	5	3	-7	-1.2	-20	-1.8	-6
CCNCc1cc2cc(C)ccc2[nH]c1=O	-9	0.6	11	6	12	-2	0.6	7	0.8	-14
CC(/C=N/NC(=O)Cn1nnc(N)n1)=C\c1ccc(C(C)C)cc1	-13	-1.1	?	4	2	-8	2.0	39	-0.9	3
Cc1ccc(S(=O)(=O)NCCCN2CCCC2)cc1	-3	-1.9	14	-1	10	12	-3.0	18	-0.3	-2
Cc1ccc(S(=O)(=O)N2CCC(C(=O)OCC(=O)N(C)c3ccccc3)CC2)cc1C	-3	4.0	-3	3	-3	4	-1.9	.	-0.7	-3
COC(=O)/C=C1\S/C(=N/N=C/c2ccc(Cl)cc2)NC1=O	-4	-1.7	?	-1	35*	10	-1.7	1	-1.4	-6
N#Cc1c(Br)n(C2OC(CO)C(O)C2O)c2ncnc(N)c12 (centres undefined)	.	.	-17	2	2	2	-2.1	.	.	-4
Cc1ccc(S(=O)(=O)Nn2c(C)nnc2-n2nc(C)cc2C)cc1	2	0.9	-19	-2	0	4	-3.8	8	-2.6	1
COC(=O)Cc1ccc(OC(=O)c2cccc(S(=O)(=O)N3CCN(C)CC3)c2)cc1	5	2.9	-8	-2	1	-3	-2.1	.	.	2
CCCc1cc(C(=O)Nc2sc(C)c(CC)c2C#N)no1	2	-1.5	-4	3	27	13	-1.8	11	-0.9	-6
CCOC(=O)C(NC(=O)c1ccccc1)=C1CCCCC1	1	-1.7	-13	7	2	3	-2.5	29	0.2	0
Cc1cc(C)nc(NC(=O)/C=C/c2ccccc2Cl)c1	-6	0.5	-5	2	8	11	-7.5	22	.	-3
